Apoferritin bind = binds horse apoferritin like a general anesthetic. Potency, µM (doses to about 77.5 µM), for the others: top-dose activity change, negative = displacement, hits mostly inhibitors. apoferritin/1-aminoanthracene competitive binding, fluorescence. 350,000 tested, 0.074% active; note: potency is the fitted concentration of half-maximal effect; % is set by controls: 0 for no effect and ±100 for the full control effect; nearly all actives have a fitted effect of over 20% in size
Target sequence (P02791 2-175 limits assumed): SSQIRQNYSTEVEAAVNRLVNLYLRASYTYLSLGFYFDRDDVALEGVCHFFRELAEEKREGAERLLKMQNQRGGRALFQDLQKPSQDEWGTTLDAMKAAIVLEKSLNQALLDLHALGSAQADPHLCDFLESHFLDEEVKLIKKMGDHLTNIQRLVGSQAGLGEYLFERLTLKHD
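Probe: 1-aminoanthracene (50% saturated, PBS). Protein: horse-spleen apoferritin, 10 uM. Incubation: 10 min, room temperature. Detection: 380 nm excitation, 535 nm emission. Analysis: normalized response, four-parameter Hill.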
D1 agonist = human D1 receptor agonism; HEK293 T-REx D1 cells, calcium flux, agonist mode; 360,000 tested, 1% active; AID 504660; P21728; activation, % at 2 µM; in the data active = activation above about 30%; note: 0% is about no effect
Target sequence (P21728 whole entry, looked up): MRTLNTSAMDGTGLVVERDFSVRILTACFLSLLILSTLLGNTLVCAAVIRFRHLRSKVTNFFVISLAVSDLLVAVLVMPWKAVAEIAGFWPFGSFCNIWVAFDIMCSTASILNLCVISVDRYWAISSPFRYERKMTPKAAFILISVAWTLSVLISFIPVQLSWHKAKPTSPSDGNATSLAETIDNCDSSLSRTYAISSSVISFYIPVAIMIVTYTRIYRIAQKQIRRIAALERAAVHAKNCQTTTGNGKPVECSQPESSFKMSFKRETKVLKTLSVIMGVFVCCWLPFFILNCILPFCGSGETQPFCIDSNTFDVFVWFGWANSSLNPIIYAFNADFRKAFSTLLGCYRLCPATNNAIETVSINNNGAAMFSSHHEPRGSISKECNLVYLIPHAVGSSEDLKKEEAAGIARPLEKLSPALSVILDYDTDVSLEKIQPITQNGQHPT
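Inducible HEK293 T-REx D1 cells, force-coupled to calcium signalling, were plated at 4000 cells/well with tetracycline and held overnight at 30 C. After no-wash calcium dye loading, compound-evoked calcium rise over 180 s flagged agonists.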
TRHR agonist = activates the human TRH receptor. P34981. activation, % at 2 µM. TRHR cells, calcium flux fluo-8, FDSS agonist mode. AID 493084. 360,000 tested, 0.18% active; in the data active = activation above about 30%; note: 0% is about no effect
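In this calcium-flux screen, cells bearing human TRHR are dye-loaded with fluo-8, baselined for 10 cycles, then exposed to library compounds; positive kinetic calcium responses during the agonist phase mark hits, with TRH as control.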
RXFP1 agonist = agonists of human relaxin receptor RXFP1; Q9HBX9; HEK293T-RXFP1 cAMP TR-FRET, 30 min; response scale: percent of porcine relaxin response, buffer zero; AID 2676; Potency, µM (titrated, usually from 57.5 µM), for inactives: at the top dose activation, hits mostly activators; 370,000 tested, 0.3% active; note: potency is the fitted concentration of half-maximal effect; % is set by controls: 0 for no effect and ±100 for the full control effect; nearly all actives have a fitted effect of over 60% in size; many of its hits are not listed in these tables
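HEK293 cells stably expressing RXFP1, treated 30 min at 37C with compounds plus PDE4 inhibitor Ro 20174; cAMP measured by HTRF TR-FRET. Normalized to buffer and 29 nM porcine relaxin; EC50 by Hill fit.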
D1 PAM = enhances dopamine response at the human D1 receptor; AID 504651; HEK293 TREx D1 cells, calcium flux, dopamine EC20 potentiation; 360,000 tested, 0.036% active; P21728; potentiation, % at 10 µM; in the data active = potentiation above about 30%; note: 0% is about no effect
D1 antagonist = blocks dopamine activation of the human D1 receptor; P21728; HEK293 TREx D1 cells, calcium flux, dopamine EC80; hits give low values; activity change, negative = inhibition, % at 10 µM; 360,000 tested, 3.2% active; AID 504652; in the data active = activity change below about -30%; note: % is set by controls: 0 for no effect and ±100 for the full control effect
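Antagonism measured as reduced calcium response to an EC80 dopamine addition following 180 s compound pre-read; cells were inducible HEK293 Trex D1 plated overnight at 30 C, read kinetically at 1 cycle/sec.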
RXFP1 antagonist = antagonists of human relaxin receptor RXFP1; Q9HBX9; AID 1259400; activity change, negative = inhibition, % at 57.5 µM; 350,000 tested, 0.59% active; HEK293-RXFP1, relaxin-stimulated cAMP HTRF, 30 min; hits give low values;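 active = activity change of -60% or lower, but not beyond a set lower limit; inconclusive = change between -60% and -40%, or beyond the set limit; inactive = change above -40%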; note: % is set by controls: 0 for no effect and ±100 for the full control effect
D2 potentiator = positively modulates the human D2 dopamine receptor allosterically | P14416 | HEK293 T-REx D2, calcium flux, EC20 dopamine potentiation | potentiation, % at 10 µM | 340,000 tested, 0.34% active | AID 485347;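 active = potentiation over 3 SD above the plate norm, cut at about 30% in these data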; note: 0% is about no effect
Target sequence (P14416 whole entry, looked up): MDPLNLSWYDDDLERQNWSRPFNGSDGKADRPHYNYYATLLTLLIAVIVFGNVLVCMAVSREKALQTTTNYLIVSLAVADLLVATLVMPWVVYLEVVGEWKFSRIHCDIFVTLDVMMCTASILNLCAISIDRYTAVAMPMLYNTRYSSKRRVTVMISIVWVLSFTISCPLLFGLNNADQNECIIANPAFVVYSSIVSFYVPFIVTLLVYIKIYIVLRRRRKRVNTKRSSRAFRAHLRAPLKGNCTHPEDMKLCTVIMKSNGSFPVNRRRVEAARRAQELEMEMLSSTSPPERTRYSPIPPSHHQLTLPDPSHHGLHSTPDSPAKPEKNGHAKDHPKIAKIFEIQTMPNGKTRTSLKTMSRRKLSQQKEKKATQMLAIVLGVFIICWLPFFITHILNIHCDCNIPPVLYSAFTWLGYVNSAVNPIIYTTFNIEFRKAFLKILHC
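Potentiation of an EC20 dopamine calcium response measured kinetically over 180 s, after a preceding 180 s compound-only read flagging agonists. Cells: inducible Hek293 Trex D2 line, 4000/well, cultured overnight at 30 C before dye loading.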
TRHR PAM = allosterically enhances the human TRH receptor; P34981; TRHR cells, fluo-8 calcium fluorescence, EC20 TRH enhancement; enhancement, % at 2 µM; 360,000 tested, 0.66% active; AID 493056; in the data active = enhancement above about 30%; note: 0% is about no effect
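Enhancer read-out: after compound pinning and an initial kinetic agonist-mode read, an EC20 of TRH (10 nM final) was injected and fluo-8 calcium signal (Ex 480/Em 530) followed at 1 s/cycle for 100 cycles in TRHR-expressing cells.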
An asterisk follows results filed as active; ? = inconclusive; · = not tested or not shown; & = joins results of further samples; ! = repeats disagree; [ ] = another dose, or the depositor's remark. Unless noted, calls come from the whole dose curve; as a rule, active = well fitted curve in the direction sought with a large enough effect; inconclusive = small, poorly fitted or top-dose-only effect, or another doubt; inactive = no such curve, though single readings can be large; an effect the other way counts as inactive or inconclusive.

SMILES	Apoferritin bind	D1 agonist	TRHR agonist	RXFP1 agonist	D1 PAM	D1 antagonist	RXFP1 antagonist	D2 potentiator	TRHR PAM
CCOC(=O)C1CCCN(c2nc3c(S(=O)(=O)c4ccc(CC)cc4)nnn3c3ccsc23)C1 (stereo not drawn)	-13%	2	-0.1	11%	-2	2	-20	-5	-2
CN1[C@@H](CC(=O)c2ccccc2)CCC[C@H]1C[C@H](O)c1ccccc1	-5%&3%&0%&-6%	8&2	0.3&-0.2	1.9%&0.2%	-5&-2	-9&1	·	-24&-12	2&2
CCN1CCN(C(=O)N(c2ccccc2)c2ccccc2)CC1	1%	1	0.2	2.7%	-1	-13	2	2	1
Cc1nc2ccccc2c2oc(C(=O)NCCCN3CC(C)CC(C)C3)cc12 (stereo not drawn)	-10%	0	0.4	11%	-1	15	22	-5	1
Cc1cc(-c2csc(NC(=O)c3cccc(S(=O)(=O)N(C)C)c3)n2)c(C)n1-c1ccccc1	-13%	0	0.2	3.4%	-1	0	-12	2	5
CC(C)(C)C1CCc2nc(NC(=O)c3cccc(Cl)c3)sc2C1 (stereo not drawn)	?	2	0.4	6.7%	6	0	·	-5	-3
O=C(c1cccc(S(=O)(=O)NCc2ccccc2)c1)N1CCCC1	-3%	4	0.0	3.8%	7	-5	2	6	-2
Cc1cc(Nc2ccc(Cl)cc2)nc(N2CCOCC2)n1	-12%	2	0.7	1.9%	-7	4	-6	5	4
CCC1(CC)Cc2ccccc2-c2nc(NCCO)[nH]c(=O)c21	43%[activator]	0	0.6	4.5%	-3	28	-24	-23	-4
COc1ccc(S(=O)(=O)NCc2cccn2Cc2cccc(C)c2)cc1OC	-10%	0	-0.8	-1.4%	0	2	·	0	-4
N#C/C(=C\c1ccc(C(=O)O)cc1)c1nc2sc3c(c2c(=O)[nH]1)CCCC3	-3%	27	7.5	4.7%	-2	1	13	1	8
N#Cc1cnn(-c2ccc(F)cc2)c1N	3%	4	-0.6	-3.7%	0	12	-1	-9	5
Cc1ccc(N2CC3=C(C2=O)C(c2ccc(Br)cc2)NC(=O)N3C)cc1 (stereo not drawn)	-9%	0	0.3	2.2%	-4	1	·	4	3
Cn1c(=O)c(C(=O)CN2CCOCC2)c(N)n(Cc2ccccc2)c1=O	-8%	1	0.6	-2.8%	2	-1	-3	-3	-1
Clc1ccc(N2CCN(c3ncnc4c3cnn4-c3ccccc3)CC2)cc1Cl	6%	3	0.0	0.6%	2	-10	3	-1	-3
CC(=O)c1ccc(N2CCN(C(=O)Nc3ccc(C)cc3)CC2)cc1	-9%&-10%	7&10	-1.0&-1.3	0.1%&18%	-2&-2	-40*!	-2&-12	1&4	8&2
Cc1ccc(CNC(=O)c2ccccc2N(C)S(C)(=O)=O)cc1	-6%	0	-0.3	-0.6%	3	-15	12	6	3
COCCNC(=S)NC(=O)CC12CC3CC(CC(C3)C1)C2	?	0	-0.8	2.7%	-7	4	-3	13	-1
O=C(COC(=O)c1cccc(Br)c1)Nc1ccc2[nH]c(=O)[nH]c2c1	·	0	0.9	0.7%	-10	11	-5	1	6
CC(=O)Nc1ccc(NC2CCCCC2NS(=O)(=O)c2ccccc2)cc1 (stereo not drawn)	-2%	0	-0.1	-0.7%	-1	11	-32	-1	-6
O=[N+]([O-])c1ccc(Cc2cncc(O)c2)cc1	-8%	2	0.0	0.0%	-5	2	9	-4	6
O=C(COc1ncnc2cc([N+](=O)[O-])ccc12)N(CCc1ccccc1)Cc1ccccc1	5%	1	-0.1	10%	-1	3	0	-1	-7
COc1cc(NC(=O)Cn2cnc(S(=O)(=O)N3CCCCC3)c2)cc(OC)c1OC	-5%	1	0.2	-0.8%	3	0	34	-23	2
CCOc1ccc(CCNC(=O)c2c(C)oc3ncn(C)c(=O)c23)cc1	0%	1	-0.7	2.1%	4	4	·	-3	11
COc1ccc(-c2cnnc(N/N=C/c3ccc(-c4ccc([N+](=O)[O-])cc4)o3)n2)cc1	-4%	3	-0.5	-2.3%	7	-27	2	5	6

Shown as comma-separated lines: entries from further up
mol,Apoferritin bind,D1 agonist,TRHR agonist,RXFP1 agonist,D1 PAM,D1 antagonist,RXFP1 antagonist,D2 potentiator,TRHR PAM
Cc1cc(Nc2ccc(Cl)cc2)nc(N2CCOCC2)n1,-12%,2,0.7,1.9%,-7,4,-6,5,4
CCC1(CC)Cc2ccccc2-c2nc(NCCO)[nH]c(=O)c21,43%[activator],0,0.6,4.5%,-3,28,-24,-23,-4

Back to the main list with the two entries that preceded the break.
SMILES	Apoferritin bind	D1 agonist	TRHR agonist	RXFP1 agonist	D1 PAM	D1 antagonist	RXFP1 antagonist	D2 potentiator	TRHR PAM
CCOc1ccc(CCNC(=O)c2c(C)oc3ncn(C)c(=O)c23)cc1	0%	1	-0.7	2.1%	4	4	·	-3	11
COc1ccc(-c2cnnc(N/N=C/c3ccc(-c4ccc([N+](=O)[O-])cc4)o3)n2)cc1	-4%	3	-0.5	-2.3%	7	-27	2	5	6
Nc1ccc(C(=O)N2CCN(S(=O)(=O)c3ccc(Cl)cc3)CC2)cc1[N+](=O)[O-]	·	12	-0.4	0.7%	-6	-1	-1	9	-1
CC(=O)Nc1cccc(-c2nc3ccccc3s2)c1	-11%	2	0.2	-0.8%	2	1	0	·	-4
O=C(CNS(=O)(=O)c1ccc2ccccc2c1)OCc1nnc(-c2ccccc2)o1	-6%	1	-0.7	-0.1%	-3	-28	-19	-2	-8
CCN(CC(=O)Nc1ccc(C)c(S(=O)(=O)N(C)C)c1)Cc1ccccc1	1%	1	-1.4	-0.9%	3	1	7	-18	-2
CC(C)(C)c1ccc(Cn2nnc3c(=O)[nH]c(C4CCCN(C(=O)c5ccco5)C4)nc32)cc1 (stereo not drawn)	?	1	0.2	0.7%	0	16	11	-3	12
O=C(NCc1ccccc1Cl)C1CCN(S(=O)(=O)c2ccc3c(c2)CCCN3C(=O)C2CCC2)CC1	3%	1	-0.3	2.8%	2	22	-20	-7	8
Cc1cc(C(=O)COC(=O)/C=C/c2cccc(Br)c2)c(C)n1C	·	0	0.2	-0.8%	-3	3	-22	17	-8
CCOC(=O)C1=C(N)n2c(s/c(=C\c3cccs3)c2=O)=C(C(=O)OCC)C1c1cccs1 (stereo not drawn)	-17%	3	0.3	4.8%	2	1	-3	-11	0
NS(=O)(=O)c1ccc(NC(=S)Nc2ccc(F)c(F)c2)cc1	-1%	14	0.5	0.4%	1	4	-15	0	5
O=C(CCS(=O)(=O)c1ccc(Br)cc1)NCCc1ccccc1	-8%	0	0.4	-0.2%	-2	-5	-1	-5	-6
Cc1ccc(S(=O)(=O)CCC(=O)Nc2nnc(CC(C)C)s2)cc1	·	2	0.1	2.5%	-3	6	-3	5	-11
CCN1CCN(C(=O)Nc2ccc(OC)cc2OC)CC1	-7%	6	0.5	-1.0%	-2	4	11	12	-6
Cc1nc(CN2CCN(S(=O)(=O)c3c(Cl)cc(Br)cc3Cl)CC2)cs1	·	4	0.2	1.1%	-3	-4	-19	-3	-6
O=S(=O)(NC1=NCCC1)c1ccc(F)cc1	2%	2	0.1	5.5%	-6	-5	-3	-2	-6
O=C1c2cccc3cccc(c23)C(=O)N1/N=C/c1ccc(O)cc1O	1%	4	0.3	-0.1%	1	-2	5	9	1
COc1ccc(C(=O)CN2C(=O)NC3(CCc4ccccc43)C2=O)cc1 (stereo not drawn)	-20%	3	0.4	1.8%	2	13	-15	0	-1
CCCC1Cc2c(sc3ncnc(N)c23)CO1 (stereo not drawn)	-14%	0	0.1	8.9%	-2	2	-12	·	-5
NCCCCCc1cn(CC(=O)NCCCCCCCCCCC(=O)N2CCNCC2)nn1	·	2	-0.3	-1.1%	-8	-13	·	1	7
COCCNC(=O)c1cccc(NS(=O)(=O)c2cccc3cccnc23)c1	-7%	4	0.7	2.1%	-10	-4	14	·	2
COc1ccc(CC(=O)NCC(=O)N/N=C/c2sccc2C)cc1	-5%	5	-0.5	-1.4%	6	5	16	-2	9
CCCSC1=C(C#N)C2(CCCCC2)C(C#N)=C(N)N1	-18%	12	0.8	1.5%	-3	-16	2	1	1
COc1ccc(C)cc1S(=O)(=O)N(CC(=O)Nc1cc([N+](=O)[O-])ccc1C)c1ccc(C)c(C)c1	-17%	7	0.2	-0.1%	-6	1	18	0	-9
O=C(NCC1CCCO1)C1CCN(CC2CCCCC2)CC1 (stereo not drawn)	2%	4	1.2	0.6%	-3	-11	-20	-1	4
Cc1cccc(CCNC(=O)C2CCN(c3ncnc4c3nc3n4CCCCC3)CC2)c1	-10%	0	-0.7	1.6%	2	1	6	6	10
CN(C)CC(O)CN1C(=O)N(CN2C(=O)N(CC(O)CN(C)C)C(=O)C2(C)C)C(C)(C)C1=O (stereo not drawn)	-3%	4	0.6	0.0%	-8	-26	8	12	-8
Other results.
SMILES	Apoferritin bind	D1 agonist	TRHR agonist	RXFP1 agonist	D1 PAM	D1 antagonist	RXFP1 antagonist	D2 potentiator	TRHR PAM
COc1cc(CNC(C)c2ccccc2)cc(Br)c1OCc1ccccc1 (stereo not drawn)	5%	6	-0.2	0.7%	11	26	-10	-2	6
O=C1CN(c2nnnn2-c2ccccc2)CCN1	-3%	2	0.4	-0.6%	-2	-4	-16	3	3
Cc1cc2cc(C)c3nnc(SCC(=O)Nc4ccc(S(=O)(=O)N5CCCCC5)cc4)n3c2cc1C	-11%	4	0.3	-0.9%	4	4	5	0	6
C/C(Cl)=C\Cn1c(N2CCCC2)nc2c1c(=O)n(C)c(=O)n2C	-11%	1	-0.3	3.0%	-3	7	-11	-4	18
Cc1ccc2[nH]c3c(N4CCOCC4)ncnc3c2c1	-7%	6	-0.5	0.6%	-6	-5	0	-7	-6
COc1ccc(-c2noc(CSc3nc(N)c(-c4ccccc4)c(=O)[nH]3)n2)cc1	1%	5	-0.6	0.6%	-4	8	-16	2	-4
CC1(C)CC(=O)C(Br)=C(O)C1	-5%	1	0.5	3.7%	-2	·	-3	5	9
Cc1ccc(-c2nnc(SCC(=O)NC(C)(C)C)nc2-c2ccc(C)cc2)cc1	-17%	-1	-0.3	5.0%	-1	5	-29	11	-3
CCN1c2ccccc2-c2nc(SCC(=O)Nc3cccc(C(F)(F)F)c3)ncc2S1(=O)=O	-12%	5	0.1	16%	-2	10	-2	-5	-4
COc1ccc(S(=O)(=O)N2CCC(C(=O)Nc3ccccc3C)CC2)c2cccnc12	?	2	0.0	-0.5%	4	-6	4	5	0
CCC(C)(C)n1nnnc1C(c1cc2cc(OC)c(OC)cc2[nH]c1=O)N1CCc2ccccc21 (stereo not drawn)	-11%	0	-0.4	-0.3%	-2	1	-23	·	5

Assay outcomes from PubChem.

A portion of the library. The share of hits here may be higher or lower than overall.
